Bioassay records from PubChem.
All columns: NCI-60 one-dose screen, growth in % after 48 h at 10 µM unless noted; 100 = growth as untreated, 0 = no growth, -100 = all killed.
IGROV1 – IGROV1 ovarian cancer; 79,000 tested, 4.7% active
ACHN – ACHN renal cancer; 81,000 tested, 4.9% active
OVCAR-4 – OVCAR-4 ovarian cancer cells. 80,000 tested, 3.7% active. AID 1794784
OVCAR-8 – OVCAR-8 ovarian cancer; 81,000 tested, 4.4% active; AID 1794782
RXF 393 – RXF 393 renal cancer cells; 77,000 tested, 6.9% active
A498 – A498 renal cancer cells; AID 1794774; 76,000 tested, 5.4% active
OVCAR-5 – OVCAR-5 ovarian cancer; 82,000 tested, 2.9% active
OVCAR-3 – OVCAR-3 ovarian cancer; 79,000 tested, 7% active
SK-OV-3 – SK-OV-3 ovarian cancer cells. AID 1794785. 80,000 tested, 3.2% active
* = called active by the depositor; nt = not tested or not shown; & = joins results of further samples; ! = repeats disagree. How the source made its calls: active means growth percent below 10; inactive means the rest. A portion of the library; the hit share may differ from the screen's.

SMILES | IGROV1 | ACHN | OVCAR-4 | OVCAR-8 | RXF 393 | A498 | OVCAR-5 | OVCAR-3 | SK-OV-3
CCc1cccc(CC)c1NC(=O)CCl | 98 | 93 | 110 | 107 | 91 | 114 | 110 | 108 | 103
O=C1C(P(=O)(O)O)CC(O)N1O (stereo not given) | 112 | 106 | 105 | 107 | 103 | 104 | 110 | 102 | 111
Cc1ccc(OC(=O)N(C)C)cc1 | 119 | 99 | nt | 103 | 115 | 124 | 92 | 117 | 92
COC(=O)[C@H](Cc1ccccc1)NC(=O)c1csc([C@@H](C[C@H](C(C)C)N(C)C(=O)[C@@H](NC(=O)[C@H]2CCCCN2C)C2CC2)OC(C)=O)n1 | 29 | 29 | 50 | 17 | 76 | -7.3* | 32 | -21* | 4.5*
CNC(=O)Oc1ccc(OC)cc1 | 107 | 109 | 109 | 106 | 115 | 96 | 98 | 114 | 105
O=C1CCO1 | 110 | nt | 114 | nt | nt | 97 | nt | 119 | 111
C#CC(C)(O)CC (stereo not given) | 111 | 103 | 114 | 108 | 104 | 100 | 106 | 76 | nt
O=C(CCN1CC1)OCC1CC2C=CC1C2 (stereo not given) | 103 | 102 | 120 | 99 | 105 | 89 | 98 | 106 | 106
O=C1CCCN1 | 114 | 104&107 | 102&106 | 101 | 111 | 106&109 | 108&118 | 108&126 | 85&101
CCN(CC)CCC#N | 101 | 109 | 118 | 111 | 116 | 117 | 112 | 121 | 101
ClCc1cccc(CCl)c1 | 104 | 106 | 95 | 109 | 104 | 90 | 103 | 100 | 113
CCCC1CCCCC12C(=O)NC(=O)NC2=O (stereo not given) | 111&111 | 106&104 | 104&94 | 103&107 | 110&104 | 102&70 | 107&98 | 105&106 | 106&95
CN1C(=O)CN=C(c2ccccc2)c2sccc21 | 101 | 98 | 95 | 106 | 105 | 82 | 92 | 110 | 118
CN1C2CCC1CC(OC(c1ccccc1)c1ccccc1)C2 (stereo not given) | 94 | 92 | 101 | 99 | 86 | 112 | 102 | 102 | 96
CC(Cl)CN(C)C (stereo not given) | 105 | 100 | 120 | 115 | 124 | 115 | 103 | 111 | 114
O=S(=O)(F)c1ccc2nc(-c3cccc(Sc4ccccc4)c3)cc(Cl)c2c1 | 103 | 92 | 100 | 92 | 98 | 112 | 88 | 105 | 100
O=[N+]([O-])c1ccc(/C=C/C=C/c2ccc(S(=O)(=O)F)cc2Cl)c(Cl)c1 | 104 | 100 | 97 | 101 | 92 | 100 | 103 | 116 | 114
Cc1ccc(C(=O)C2C(c3ccccc3)N2C2CCCCC2)cc1 (stereo not given) | 92&119 | 98&113 | 87&98 | 101&103 | 97&111 | 89&105 | 96&97 | 108&114 | 96&102
CCOP(=O)(OCC)/C(C#N)=C/c1ccc(Cl)cc1 | 102 | 101 | 99 | 109 | 87 | 88 | 95 | 101 | 108
COc1cc(C(=O)/C=C/c2sc(N(CCCl)CCCl)nc2Cl)cc(OC)c1OC | 87 | 97 | 87 | 77 | 78 | 98 | 89 | 87 | 93
CC1(C)C(=O)CC[C@H]2C1=CC[C@@H]1[C@@H]2CC[C@]2(C)[C@@H](O)CC[C@@H]12 | 105 | 101 | 103 | 105 | 106 | 85 | 101 | 101 | 109
CC1CN1CC(O)C(O)CN1CC1C (stereo not given) | 89 | 21 | 135 | 55 | 52 | 96 | 113 | 84 | 59
CCCCS(=O)(=O)Cl | 116 | 110 | 98 | 105 | 112 | 98 | 104 | 120 | 110
CN(C)CCC(C(=O)N(C)C)(c1ccccc1)c1ccccc1 | 104 | 104 | 103 | 115 | nt | 100 | 102 | 105 | 109
O=C(CC1(O)C(=O)N(Cc2ccccc2)c2ccc(Br)cc21)c1ccc(C(=O)NCC2CCC3(CC2)OOC2(CCCCC2)OO3)cc1 (stereo not given) | -36* | -83* | -34* | -41* | -77* | -74* | 12 | -84* | 83

Entries listed so far with a cyano group (2):
SMILES | IGROV1 | ACHN | OVCAR-4 | OVCAR-8 | RXF 393 | A498 | OVCAR-5 | OVCAR-3 | SK-OV-3
CCN(CC)CCC#N | 101 | 109 | 118 | 111 | 116 | 117 | 112 | 121 | 101
CCOP(=O)(OCC)/C(C#N)=C/c1ccc(Cl)cc1 | 102 | 101 | 99 | 109 | 87 | 88 | 95 | 101 | 108

More results
SMILES | IGROV1 | ACHN | OVCAR-4 | OVCAR-8 | RXF 393 | A498 | OVCAR-5 | OVCAR-3 | SK-OV-3
NC(=S)c1cn(C2OC(CO)C(O)C2O)c2ncnc(N)c12 (stereo not given) | 0.4* | -6.1* | -7.5* | 3.5* | -56* | -33* | -30* | -26* | 17
CCCCOc1nc2c(C)cccc2cc1C(c1c(O)c2ccccc2oc1=O)c1cn(Cc2ccccc2)c2ccccc12 (stereo not given) | 91 | 96 | 98 | 89 | nt | 81 | 106 | 85 | 91
O=[N+]([O-])c1cccc2c([As](=O)(O)O)cccc12 | 121 | 103 | 98 | 103 | 110 | 86 | 102 | 96 | 95
O=C(NCCc1ccccc1)c1ccc(N(CCCl)CCCl)cc1 | 109 | 117 | 104 | 99 | 98 | 85 | 110 | 125 | 111
O=C1CC(=O)N(Cc2ccccc2)C(=O)N1Cc1ccccc1 | 118 | 114 | 95 | 110 | 110 | 114 | 113 | 113 | 101
ClC1C(Cl)C(Cl)C(Cl)C(Cl)C1Cl (stereo not given) | 104 | 101&101 | 97&98 | 97&106 | 99&113 | 102 | 104&93 | 109&107 | 103
C[C@@H]1O[C@@H](O[C@H]2CC[C@@]3(C)[C@H](CCC4[C@@H]3C(O)C[C@]3(C)[C@@H](c5ccc(=O)oc5)CC[C@]43O)C2)[C@H](O)[C@H](O)[C@H]1O (stereo not given in full) | -63* | -82* | -93* | nt | -52* | -28* | -92* | -47* | -96*
O=S(=O)(F)c1ccccc1 | 112 | 110 | 103 | 99 | 115 | 101 | 119 | 108 | 106
COc1ccccc1NP1(=O)OCC(C)([N+](=O)[O-])CO1 (stereo not given) | 108 | 109 | 110 | 103 | 113 | 97 | 111 | 108 | 96
O=C(CBr)OC1CCCCC1 | 108 | 114 | 111 | 104 | 102 | 78 | 114 | 103 | 107
COc1cccc(C=NC(Cc2cnc[nH]2)C(=O)O)c1O (stereo not given) | 65 | 98 | 96 | 81 | 3.6* | 98 | 86 | 102 | 102
O=P(Oc1ccccc1)(Oc1ccccc1)C(Nc1ccccc1)c1ccncc1 (stereo not given) | 95 | 92 | 110 | 98 | 115 | 95 | 92 | 112 | 103
COc1ccc2nc3c(C)n(C)ccc-3c2c1 | 84 | 98 | 100 | 83 | 116 | 110 | 98 | 102 | 93
C=CCCCCCCCCC(=O)O (tested in a mixture with another compound) | 105 | 104 | 96 | 103 | 98 | 92 | 97 | 108 | 97
Clc1ccc(COC(Cn2ccnc2)c2ccc(Cl)cc2Cl)c(Cl)c1 (stereo not given) | 22&38 | 72&54 | 63&49 | 38 | 11&72 | 46 | -11*! | 64&49 | 91&80
O=S(=O)(F)c1ccc(Cl)cc1 | 113 | 111 | 115 | 102 | 112 | 122 | 113 | 108 | 104
CO[C@H](C(=O)O)[C@@H]1Cc2cc3cc(OC4CC(OC5CC(O)C(O)C(C)O5)C(O)C(C)O4)c(C)c(O)c3c(O)c2C(=O)[C@H]1OC1CC(OC2CC(OC3CC(C)(O)C(O)C(C)O3)C(O)C(C)O2)C(O)C(C)O1 (stereo not given in full) | 35 | 2.9* | 20 | 14 | -57* | -56* | 18 | 10 | 24
ClCC[N+]12CC[N+](CCCl)(CC1)C2 | 91 | 94 | 111 | 99 | 98 | 105 | 101 | 105 | 108
C[C@@]12CCCc3coc(c31)C(=O)c1cc3c(cc12)C(=O)C1=C(NCCS1(=O)=O)C3=O | -24* | 31 | -89* | -13* | 6.7* | 35 | -28* | -47* | -13*
Cc1ccc(OCC(C)N(CCCl)Cc2ccccc2)cc1 (stereo not given) | 100 | nt | 97 | 79 | 110 | 96 | 98 | 92 | 106
CC(C)c1cccc(C(C)C)c1OCCCN(C)C | 105 | 98 | 113 | 102 | 95 | 80 | 92 | 108 | 108
O=c1[nH]c2cc(Cl)ccc2n1C1CCN(CCCC(c2ccc(F)cc2)c2ccc(F)cc2)CC1 | nt | 48 | 57 | -57* | 30 | -90* | 76 | -100* | 78
O=S1(=O)CCCCO1 | 111 | 102 | 104 | 106 | 114 | 111 | 101 | 114 | 103
Oc1c(Br)cccc1Br | 109 | 101 | 105 | 114 | 125 | 105 | 106 | 98 | 112
N#CC(O)c1ccccc1 (stereo not given) | 118 | 109 | 113 | 101 | 125 | 95 | 104 | 117 | 104

Further compounds:
SMILES | IGROV1 | ACHN | OVCAR-4 | OVCAR-8 | RXF 393 | A498 | OVCAR-5 | OVCAR-3 | SK-OV-3
ClC(Cl)=C(Cl)C(Cl)=C(Cl)Cl | 136 | 110 | 109 | 100 | 108 | 123 | 101 | 127 | 112
CC(CCc1ccccc1)NC(C)C(O)c1ccc(O)cc1 (stereo not given) | 135 | 98&89 | 98&108 | 101&103 | 124&118 | 112&132 | 104 | 105&115 | 118&111
O=C(COc1ccc([N+](=O)[O-])cc1Cl)Nc1ccc(S(=O)(=O)F)cc1Cl | 86 | 96 | 99 | 98 | 93 | 103 | 103 | 108 | 100
O=C(O)C1C2c3ccccc3C(O)C1(C(=O)O)c1ccccc12 (stereo not given) | nt | 99 | 118 | 104 | 105 | 89 | 89 | 106 | 107
CN1C(=O)C(=Cc2ccc(O)cc2)C(=O)N(C)C1=O | 103 | 101 | 102 | 87 | nt | 105 | 105 | 109 | 107
O=C(NC1=NN(Cc2ccccc2)C(=O)C1)c1ccc(S(=O)(=O)F)cc1 | 101 | 99 | 102 | 99 | 111 | 101 | 104 | 107 | 110
C[C@]12CC[C@H](Cl)CC1=CC[C@@H]1[C@@H]2CC[C@]2(C)C(=O)CC[C@@H]12 | 116 | 110 | 103 | 111 | 116 | 106 | 103 | 107 | 118
N#CC1=C(N)Oc2c(ccc3ccccc23)C1c1ccco1 (stereo not given) | 70 | 95 | 103 | 105 | 104 | nt | 106 | 97 | 90
O=[N+]([O-])c1ccc(N2CCOCC2)c2c1no[n+]2[O-] | nt | 14 | -6.3* | 28 | -31* | -14* | 44 | -34* | 7.6*
CNC1CCc2cc3c(cc2C1)OCO3 (stereo not given) | 103 | 110 | 100 | 108 | 120 | 101 | 104 | 106 | 95
Cc1cc([N+](=O)[O-])c(Cl)cc1NS(=O)(=O)c1ccccc1 | 85 | 83 | 71 | 78 | 92 | 67 | 83 | 72 | 96
CC1=C(C)C(=O)OC([C@](C)(O)[C@@]2(O)CC[C@@]3(O)C4CC=C5CC=CC(=O)[C@]5(C)C4CC[C@]23C)C1 (stereo not given in full) | 94 | 90 | 95 | 81 | 86 | 86 | 132 | 92 | 119
O=C(CF)NC(Cc1ccccc1)C(=O)O (stereo not given) | 104&111 | 104&104 | 113&109 | 102&113 | 118&119 | 91 | 104&100 | 110&103 | 104&124
C=C[C@@H](O)C#CC#CC/C=C\CCCCCCC | 109 | 113 | nt | 96 | 115 | 81 | 114 | 127 | 113
CCCCCCCCC(CO)NCCc1ccccc1 (stereo not given) | 105 | nt | 108 | 81 | 136 | 95 | 101 | 107 | 102
C[C@H](Oc1cc(Cl)c(Cl)cc1Cl)C(=O)O | 118 | 95 | 104 | 105 | nt | 87 | 95 | 101 | 101
CNC(c1ccccc1)C(O)c1ccccc1 (stereo not given) | 105 | 104 | 104 | 106 | 111 | 99 | 92 | 101 | 103
CCCCNCCc1cccnc1 | 111 | 100 | nt | 101 | 101 | 93 | 105 | 102 | 107
CN(CCCl)c1ccc(/C=C/C2=[N+](C)c3ccccc3C2(C)C)cc1 | 35 | 85 | 38 | 13 | 82 | 66 | 71 | -11* | -3.4*
CCCC/C(=N\OC(=O)N(C)C)c1ccccc1 | 99 | 104 | 114 | 94 | 120 | 106 | 103 | 112 | 106
c1ccc2c(CN3CCCCC3)c[nH]c2c1 | 112&99 | 100&99 | 121&99 | 103&98 | 115&108 | 124&107 | 110&122 | 101&114 | 111&111
Cc1ccc(S(=O)(=O)F)c(Cl)c1 | 108 | 97 | 99 | 105 | 102 | 92 | 100 | 108 | 100
C[C@]1(O)CC[C@H]2[C@@H]3CCC4=CC(=O)CC[C@]4(C)[C@@]34O[C@H]4C[C@@]21C | 105 | 99 | 96 | 92 | 93 | 137 | nt | 120 | 97
NCCc1ccccc1 | 111&103 | 95&106 | 107&108 | 101&99 | 117&115 | 112&102 | 97&90 | 110&104 | 102&106
CC1(C)C=Cc2c(ccc3c2[N+]([O-])=C2C3=C[C@@]34NC(=O)[C@]5(CCCN5C3=O)C[C@@H]4C2(C)C)O1 | 56 | 40 | 44 | 43 | 33 | 69 | 57 | 25 | 86
C#CCSc1nc2ccccc2c(=O)n1-c1ccc(OC)cc1 | 99 | 101 | 89 | 103 | 100 | 101 | 102 | 97 | 102
COc1ccc(OC(=O)N(C)C)cc1 | 106 | 108 | 109 | 107 | 105 | 80 | 97 | 106 | 109

A draw from above in order of number of heavy atoms, largest number first.
SMILES | IGROV1 | ACHN | OVCAR-4 | OVCAR-8 | RXF 393 | A498 | OVCAR-5 | OVCAR-3 | SK-OV-3
C#CCSc1nc2ccccc2c(=O)n1-c1ccc(OC)cc1 | 99 | 101 | 89 | 103 | 100 | 101 | 102 | 97 | 102
CN1C(=O)C(=Cc2ccc(O)cc2)C(=O)N(C)C1=O | 103 | 101 | 102 | 87 | nt | 105 | 105 | 109 | 107
C=C[C@@H](O)C#CC#CC/C=C\CCCCCCC | 109 | 113 | nt | 96 | 115 | 81 | 114 | 127 | 113
C[C@H](Oc1cc(Cl)c(Cl)cc1Cl)C(=O)O | 118 | 95 | 104 | 105 | nt | 87 | 95 | 101 | 101
CCCCNCCc1cccnc1 | 111 | 100 | nt | 101 | 101 | 93 | 105 | 102 | 107
